# MBD2 inh: inhibitors of MBD2 binding to methylated DNA, primary screen, biochemical, TR-FRET, DNA-binding domain, human | MBD2 binding to methylated oligonucleotide | inhibition, % at 4.4 µM | AID 686964, 2013 | 370,000 compounds, 0.31% hits | Methyl-CpG-binding domain protein 2 (Homo sapiens), Q9UBB5; in the data active = inhibition above about 13%
# TCR CD3 inh: inhibitors of human TCR-CD3 interaction, primary screen, biochemical, fluorescence, TAMRA-labeled TCR probe; T-cell receptor (TCR); inhibition, % at 9.4 µM; 360,000 compounds, 0.37% hits; in the data active = inhibition above about 19%;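 also: recombinant mutant TCR 2C K166C tagged with TAMRA read by polarization; 0% = receptor in buffer alone and 100% = receptor with positive control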
# NPR2 activator: human GC-B receptor activators, primary screen, HEK293 GC-B cells, cGMP TR-FRET, EC30 CNP | AID 1920062, 2024 | 0% at EC30 CNP, 100% saturating CNP | Atrial natriuretic peptide receptor 2 (Homo sapiens), P20594 | activation, % at 10 µM | 370,000 compounds, 0.11% hits;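 active = activation at 10 µM reaching about 35% in either raw or pattern-adjusted values, limit read from the data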
# Target sequence (P20594 whole entry, looked up): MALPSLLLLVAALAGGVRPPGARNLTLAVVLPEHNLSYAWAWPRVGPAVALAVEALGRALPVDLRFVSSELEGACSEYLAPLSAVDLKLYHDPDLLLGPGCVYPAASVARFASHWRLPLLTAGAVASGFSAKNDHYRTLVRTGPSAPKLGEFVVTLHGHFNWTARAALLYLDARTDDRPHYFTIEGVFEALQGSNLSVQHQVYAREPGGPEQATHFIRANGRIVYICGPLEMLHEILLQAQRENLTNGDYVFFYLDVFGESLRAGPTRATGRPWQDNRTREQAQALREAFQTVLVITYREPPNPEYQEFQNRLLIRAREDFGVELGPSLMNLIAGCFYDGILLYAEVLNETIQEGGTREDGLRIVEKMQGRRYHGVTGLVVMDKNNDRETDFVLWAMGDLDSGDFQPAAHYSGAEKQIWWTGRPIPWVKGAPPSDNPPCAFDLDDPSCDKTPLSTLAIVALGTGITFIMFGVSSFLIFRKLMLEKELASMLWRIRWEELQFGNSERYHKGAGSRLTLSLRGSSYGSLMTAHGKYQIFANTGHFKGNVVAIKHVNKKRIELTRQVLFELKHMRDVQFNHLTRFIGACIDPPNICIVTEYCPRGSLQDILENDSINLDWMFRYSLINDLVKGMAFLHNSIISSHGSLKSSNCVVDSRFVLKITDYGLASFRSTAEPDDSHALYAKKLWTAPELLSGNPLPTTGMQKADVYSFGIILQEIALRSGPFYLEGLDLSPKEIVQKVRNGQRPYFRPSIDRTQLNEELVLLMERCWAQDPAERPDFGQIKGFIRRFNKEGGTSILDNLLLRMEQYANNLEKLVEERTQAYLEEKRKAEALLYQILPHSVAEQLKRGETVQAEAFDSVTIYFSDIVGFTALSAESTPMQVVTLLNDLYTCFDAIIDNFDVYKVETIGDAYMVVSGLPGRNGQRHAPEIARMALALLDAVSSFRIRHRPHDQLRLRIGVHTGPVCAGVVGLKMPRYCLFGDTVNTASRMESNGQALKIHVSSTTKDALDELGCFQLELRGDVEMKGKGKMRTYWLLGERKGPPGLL
# TDP2 inh: human TDP2 enzyme inhibitors, primary screen, biochemical, epi absorbance, recombinant enzyme. Tyrosyl-DNA phosphodiesterase 2 (Homo sapiens), O95551. T5PNP hydrolysis, p-nitrophenol absorbance 415 nm. inhibition, % at 12.8 µM. 370,000 compounds, 0.34% hits;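 active = inhibition above the mean of all tested compounds plus 3 SD, set per campaign, cut at about 25% in these data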;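 also: 0% = DMSO with enzyme and 100% = buffer with substrate but no TDP2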
#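 Test system: Human TDP2 enzyme | Reagent: 5 mM T5PNP | Compound dosing: 12.8 µM single point, 1% DMSO | Incubation: Enzyme reaction with compound for 2 h at 37 °C | Technique: p-Nitrophenol epi absorbance | Read-out: % inhibition relative to enzyme-containing and enzyme-free wells | Benchmarks: High control without enzyme, low control DMSO plus TDP2 | Replicates: Singlicate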
# PRMT1 inh: PRMT1 methyltransferase inhibitors, primary screen, biochemical, fluorescence polarization; recombinant PRMT1, activity-based probe fluorescence polarization; Protein arginine N-methyltransferase 1 (Homo sapiens), Q99873; inhibition, % at 2.79 µM; AID 652257, 2013; 370,000 compounds, 1.3% hits;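 active = inhibition above about 21% made by adding two undisclosed values, limit read from the data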
# SIAE inh: human SIAE inhibitors, primary screen, biochemical, fluorescence polarization, FP-Rh probe, 1536-well HTS; inhibition, % at 9.66 µM; Sialate O-acetylesterase (Homo sapiens), Q9HAT2; SIAE FP-Rh probe binding; AID 1053197, 2014; 370,000 compounds, 0.69% hits;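 active = inhibition above a cutoff: mean of compounds within the control limits plus 3 SD of those, cut at about 17% in these data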;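 also: 0% = plate median of compound wells and 100% = probe without SIAE protein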
# rCAG binder: binders of r(CAG) RNA repeats, primary screen, biochemical, fluorescence; AID 651821, 2012; r(CAG) RNA repeat, TO-PRO-1 dye displacement fluorescence; inhibition, % at 3 µM; 370,000 compounds, 1.3% hits;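 active = inhibition above the plate cutoff, the mean of all test compounds on that plate plus 3 SD, cut at about 35% in these data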;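 also: 0% = DMSO alone and 100% = 100 µM mitoxantrone as full dye displacement; higher means more dye released from RNA so lower well fluorescence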
# LEDGF integ inh: blockers of LEDGF/p75-dependent integrase strand transfer – biochemical, TR-FRET, high throughput, primary screen. HIV-1 integrase (with human LEDGF/p75). TR-FRET IN-LEDGF/p75 DNA integration, Eu/Cy5. inhibition, % at 3.7 µM. 370,000 compounds, 0.64% hits. AID 743269, 2014;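 active = inhibition above the screen-wide mean plus 3 SD, cut at about 13% in these data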;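 also: signal is the Cy5 over europium emission ratio at 671 and 618 nm; 0% = plate median of compound wells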
# HTRA1 inh: HTRA1 serine protease inhibitors, primary screen, biochemical, fluorescence polarization, HTS. recombinant HTRA1, FP-rhodamine activity-based probe. 340,000 compounds, 0.5% hits. AID 504803, 2011. inhibition, % at 5.96 µM. Q92743; in the data active = inhibition above about 36%;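 also: 0% = enzyme with DMSO and 100% = wells lacking enzyme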
# mABHD4 FP: ABHD4 inhibitors, primary screen, biochemical, fluorescence polarization, mouse. inhibition, % at 8.92 µM. (Lyso)-N-acylphosphatidylethanolamine lipase (Mus musculus), Q8VD66. 370,000 compounds, 0.54% hits. purified mABHD4, FP-Rh probe fluorescence polarization;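 active = inhibition exceeding the mean over every tested compound plus 3 SD, cut at about 30% in these data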;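 also: 0% = plate median of compound wells and 100% = S159A mutant with DMSO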
#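 Assay system: wild-type mouse ABHD4 protein; compound: single nominal dose of 8.92 µM, 0.89% DMSO final; schedule: 45 min + 60 min at 25 °C; measured by: FP readout, ex 525 nm / em 598 nm; evaluation: % inhibition of FP-Rh probe binding versus controls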
# Starred values were filed as active, the others as inactive. Only part of the results is shown, so the mix of outcomes need not match the whole.
mol	MBD2 inh	TCR CD3 inh	NPR2 activator	TDP2 inh	PRMT1 inh	SIAE inh	rCAG binder	LEDGF integ inh	HTRA1 inh	mABHD4 FP
O=C(NC(=S)Nc1cc(-c2nc3ccccc3[nH]2)ccc1Cl)c1ccc2c(c1)OCO2	0	1	13	-2	2	-63	12	-2	-83	-29
O=C(COc1nsnc1N1CCOCC1)Nc1ccc(Br)cc1	0	-1	0	-11	-1	3	-2	1	-4	4
COc1ccccc1NC(=O)Nc1nc(CC(=O)Nc2ccccc2F)cs1	1	1	8	4	0	8	7	2	-38	-4
COc1ccc(N2CCN(C(=O)c3ccc(COc4ccc([N+](=O)[O-])cc4)o3)CC2)cc1	0	-2	-3	0	4	4	-2	-2	-5	-6
COc1ccc(CCNC(=O)c2ccc3c(c2)NC(=O)C(N2CCOCC2)S3)cc1OC (stereo unspecified)	-3	7	3	-2	-2	-3	-8	-3	-3	-4
Cn1cnnc1SCC(C)(C)NS(=O)(=O)c1ccc(Cl)cc1	-3	2	7	11	-2	7	0	-3	-2	-5
CCC(=O)Nc1ccc2c(c1)nc1n2CCN(C2CCCCC2)C1	3	-9	10	7	5	-2	5	-3	7	6
O=C(Cn1cnc2c(cnn2-c2ccccc2)c1=O)Nc1cc(S(=O)(=O)N2CCOCC2)ccc1Cl	2	-3	-2	11	0	-10	14	0	-5	2
Nc1ccc(CCC(=O)N2CCCC2)cc1	1	2	-1	6	2	3	2	-6	9	4
C[C@H](CO)N1C[C@H](C)[C@@H](CN(C)Cc2ccc(-c3ccccc3)cc2)OCc2cnnn2CCCC1=O	-3	-2	0	3	-5	1	2	3	-1	-5
COc1ccc(Oc2cn[nH]c2-c2ccc(OC)cc2O)cc1	2	4	4	-10	0	13	6	3	4	-13
CC(Sc1ccccc1)C(=O)NCCc1ccccc1 (stereo unspecified)	4	1	-5	5	-1	6	-7	0	4	5
Clc1ccc(Oc2nc(N3CCOCC3)nc(N3CCOCC3)n2)cc1	4	-7	-2	1	-2	0	-1	2	6	1
COc1ccc(N=Nc2nc3cc(Br)c(Br)cc3n2C)c(OC)c1	-1	9	6	7	69*	4	-137	-2	7	14
CCCCN1C[C@H](CSC)[C@@H](CC(=O)NC)C1=O	-2	-2	-5	-3	-4	5	1	-2	5	-3

# Among those listed so far, 9 have four or more nitrogen atoms:
mol	MBD2 inh	TCR CD3 inh	NPR2 activator	TDP2 inh	PRMT1 inh	SIAE inh	rCAG binder	LEDGF integ inh	HTRA1 inh	mABHD4 FP
O=C(NC(=S)Nc1cc(-c2nc3ccccc3[nH]2)ccc1Cl)c1ccc2c(c1)OCO2	0	1	13	-2	2	-63	12	-2	-83	-29
O=C(COc1nsnc1N1CCOCC1)Nc1ccc(Br)cc1	0	-1	0	-11	-1	3	-2	1	-4	4
COc1ccccc1NC(=O)Nc1nc(CC(=O)Nc2ccccc2F)cs1	1	1	8	4	0	8	7	2	-38	-4
Cn1cnnc1SCC(C)(C)NS(=O)(=O)c1ccc(Cl)cc1	-3	2	7	11	-2	7	0	-3	-2	-5
CCC(=O)Nc1ccc2c(c1)nc1n2CCN(C2CCCCC2)C1	3	-9	10	7	5	-2	5	-3	7	6
O=C(Cn1cnc2c(cnn2-c2ccccc2)c1=O)Nc1cc(S(=O)(=O)N2CCOCC2)ccc1Cl	2	-3	-2	11	0	-10	14	0	-5	2
C[C@H](CO)N1C[C@H](C)[C@@H](CN(C)Cc2ccc(-c3ccccc3)cc2)OCc2cnnn2CCCC1=O	-3	-2	0	3	-5	1	2	3	-1	-5
Clc1ccc(Oc2nc(N3CCOCC3)nc(N3CCOCC3)n2)cc1	4	-7	-2	1	-2	0	-1	2	6	1
COc1ccc(N=Nc2nc3cc(Br)c(Br)cc3n2C)c(OC)c1	-1	9	6	7	69*	4	-137	-2	7	14

# Continued:
mol	MBD2 inh	TCR CD3 inh	NPR2 activator	TDP2 inh	PRMT1 inh	SIAE inh	rCAG binder	LEDGF integ inh	HTRA1 inh	mABHD4 FP
Cc1c(-c2ccccc2)[n+](=O)c2c(n1[O-])CCCC2	3	2	2	16	-2	5	-1	4	-4	1
O=C(Cc1ccc(Cl)cc1)Nc1ccccc1C(=O)N1CCCCC1	-2	-12	-1	-5	4	-3	-4	-2	6	-7
CCOC(=O)Cc1csc(SCC(=O)NC2CCS(=O)(=O)C2)n1 (stereo unspecified)	2	-7	0	2	4	2	1	-5	5	0
Cc1ccc([C@H]2N[C@]3(CCCN(Cc4ccc(F)cc4)C3=O)[C@H]3C(=O)N(Cc4ccccc4)C(=O)[C@@H]23)cc1	0	-3	9	0	3	0	2	-2	-15	2
CCOc1ccc(-c2c(C(=O)N/N=C/c3ccsc3)nnn2-c2nonc2N)cc1	4	-6	6	4	3	-5	9	-4	-6	-5
NC(N)=N/N=C(\N=Nc1ccccc1)c1cccc2cccnc12	-6	-11	-6	-9	-4	-3	3	2	0	-6
CCc1ccc(NC(=S)N2CCCC(C(F)(F)F)C2)cc1 (stereo unspecified)	-4	0	-3	8	-1	6	-2	1	-5	2
Cc1cccc(OCC(=O)Nc2ccc(S(=O)(=O)N3CCN(C)CC3)cc2)c1	2	-1	3	1	0	-2	-5	0	-3	9
CCOC(=O)CN1C(=O)N[C@@H](CCc2ccccc2)[C@@H](C(=O)OC)[C@H]1C	-3	9	3	3	2	2	-8	-2	2	2
COc1cccc(-c2cc(-c3cccnc3)c(C#N)c(N)n2)c1	4	-3	6	0	2	-5	-6	-3	3	0
Cc1ccccc1SCC(=O)OCC(=O)Nc1ccc(N(C)C)cc1	-5	-1	-3	-7	-2	7	0	8	2	-3
Cc1ccc(-c2cc3nc(C)cc(N4CCN(C(=O)c5ccoc5)CC4)n3n2)cc1	7	-5	-8	4	-2	-2	6	-2	-10	18
O=C(NCCCN1CCc2ccccc2C1)C1CCN(S(=O)(=O)N2CCCC2)CC1	-4	-2	2	-20	2	-6	-1	5	0	-2
CSc1ccc(/C=N/n2c(C3CCCCC3)n[nH]c2=S)cc1	-5	2	10	0	11	0	10	1	-20	-8
CN(C)c1cc(Nc2ccc(O)cc2)c([N+](=O)[O-])c2nonc12	-8	4	-2	19	-3	6	-1	-3	-4	2

# Next structures.
mol	MBD2 inh	TCR CD3 inh	NPR2 activator	TDP2 inh	PRMT1 inh	SIAE inh	rCAG binder	LEDGF integ inh	HTRA1 inh	mABHD4 FP
COC(=O)c1cc(NC(=O)c2cccs2)ccc1N1CCOCC1	-7	0	5	6	-1	5	-1	0	2	3
CN(C)C(=O)c1c2c(nc3ccccc13)CCCC2	-4	8	0	2	-1	5	-2	0	1	-1
COc1cccc(/C=C/C(=C2/C(=O)N(c3ccccc3)N=C2C)c2ccc(C)cc2)c1OC	-1	-4	0	7	0	16	0	-1	2	2
COc1ccc(NC(=O)/C(C#N)=C/c2ncc([N+](=O)[O-])n2C)c(OC)c1	-1	1	-4	5	-2	4	5	0	5	2
COc1ccc(C2(C(N)=O)CCCCC2)cc1OC	0	8	-3	2	-1	13	0	-3	1	2
COc1ccc(-n2nc3c(c2NC(=O)C2CC(=O)N(c4ccccc4)C2)CS(=O)(=O)C3)cc1 (stereo unspecified)	-3	-1	3	-5	-4	-1	0	2	1	-6
Cc1ccc(S(=O)(=O)N2CCOCC2)cc1NC(=O)CNCC1CCCCC1	-1	-14	-3	-5	-2	-3	-3	7	-2	11
CC1Cc2ccccc2N1S(=O)(=O)c1cnc(Cl)c(Cl)c1 (stereo unspecified)	2	4	-14	1	-1	-3	-3	-4	-1	7
O=C1C(=O)N(Cc2cccnc2)C(c2ccccn2)/C1=C(/O)c1ccccc1 (stereo unspecified)	-5	2	2	-8	-1	3	6	-3	-1	0
Cc1ccc(S(=O)(=O)Nc2ccc(-n3c(C)nc4ccccc4c3=O)cc2)cc1	0	0	2	-1	0	-6	5	-1	-1	15
Cc1ccc(-c2noc(CSc3nnc(Cc4ccccc4)n3-c3cccc(C)c3)n2)cc1	-3	-5	-5	-12	3	-4	-4	2	-58	-9
O=C(CCN1CCOCC1)Nc1cc(C(=O)Nc2ccccc2F)ccc1N1CC2CC(C1)c1cccc(=O)n1C2 (stereo unspecified)	-1	0	1	-8	-7	4	0	1	-3	-1
COc1ccc(-c2nnc(SCCC(=O)O)n2-c2ccccc2)cc1OC	-3	3	-2	1	1	12	3	-2	-1	4
CC(C)CC(=O)N1CCN(Cc2ccc(C(F)(F)F)cc2)CC1	2	-1	7	30*	0	-1	-8	-1	-8	17
O=C1NCN(C2CCCCC2)CN1	4	-2	0	0	1	2	1	-4	5	2

# (further entries)
mol	MBD2 inh	TCR CD3 inh	NPR2 activator	TDP2 inh	PRMT1 inh	SIAE inh	rCAG binder	LEDGF integ inh	HTRA1 inh	mABHD4 FP
Cc1c(C(=O)C(=O)N2CCN(C)CC2)c2ccccc2n1C	-1	-1	1	1	0	10	-3	3	3	5
O=C(Nc1cccc2c1CCCC2)c1ccccc1F	3	-13	1	7	4	-4	-7	-4	-17	-5
O=C(CSc1ccc2ccccc2c1)NCCCN1CCCC1=O	1	1	-3	10	1	1	-1	-3	5	-3
COc1ccc(C(=O)NC(C(=O)N2CCN(c3ccccc3O)CC2)C(C)C)cc1 (stereo unspecified)	1	4	2	4	-2	4	-4	0	2	3
COc1ccc(C(=O)OCN2C(=O)c3ccccc3C2=O)cc1	-3	9	6	8	-1	0	-6	-2	3	3

# Sorted by value in TDP2 inh (ascending): some entries from above
Compound	MBD2 inh	TCR CD3 inh	NPR2 activator	TDP2 inh	PRMT1 inh	SIAE inh	LEDGF integ inh	HTRA1 inh	mABHD4 FP
COc1ccc(C(=O)NC(C(=O)N2CCN(c3ccccc3O)CC2)C(C)C)cc1 (stereo unspecified)	1	4	2	4	-2	4	0	2	3
O=C(Nc1cccc2c1CCCC2)c1ccccc1F	3	-13	1	7	4	-4	-4	-17	-5
COc1ccc(C(=O)OCN2C(=O)c3ccccc3C2=O)cc1	-3	9	6	8	-1	0	-2	3	3

# From PubChem BioAssay
